# HepG2 tox: qHTS for Inhibitors of TGF-b: Cytotox Counterscreen. HepG2 CAGA-GFP viability, ATP luminescence, 18 h. Potency, µM (highest dose often 46.1 µM), inactives show top-dose activity change, negative = cytotoxicity, usual class: cytotoxic. actives 0.76% (n = 410,000). AID 588856, 2011; further: potency means the concentration at half of the fitted maximal effect; some results filed as inactive show a strong effect at the top dose
#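 HepG2 CAGA-GFP cells (1000/well, DMEM with 1% FBS) received compound, then TGF-beta at 500 pg/mL final, and were incubated 18 hours at 37 degrees C. Viability was read by CellTiter-Glo luminescence. Media-only wells were set as complete cell-killing and DMSO as no toxicity.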
# CCT modulator: High-Throughput Screening for Modulators of Cytosolic Chaperonin Activity; activity change, % (test concentration not listed), hits read low; purified chaperonin ATPase assay, HTRF ADP detection, 30 min; actives 0.3% (n = 360,000); in the data active means activity change below about -30%; further: on the % scale 0 is the no-effect control and ±100 the full control effect
#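 We incubate TRiC, 40 or 20 nM final, with library compounds at 76 uM and 10 uM ATP for 30 min at 37 °C. ADP formed is detected with Transcreener HTRF reagents after 30 min at room temperature.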
# MmCpn inh: Inhibitors of TCP-1 ring complex (TRiC) of Methanococcus maripaludis (MmCpn): qHTS; AID 504842, 2011; purified Mm-Cpn ATPase, ADP Transcreener TR-FRET; Potency, µM (top dose mostly 76.9 µM), inactives show at the top dose activity, negative = inhibition, usual class: inhibitors; actives 0.031% (n = 330,000); Chaperonin Mm-Cpn (Methanococcus maripaludis); further: potency means the concentration at half of the fitted maximal effect; on the % scale 0 is the no-effect control and ±100 the full control effect; nearly all actives have a fitted effect of over 80% in size
#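 25 nM Mm-CPN + cpd, 10 min 37°C; + 10 uM ATP, 30 min 37°C; buffer 30 mM Tris pH 7.4, 100 mM KCl, 5 mM MgCl2, 1 mM DTT; Transcreener ADP HTRF detection 30 min RT.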
# Abeta yeast res: qHTS for compounds that reverse cellular toxicity of Amyloid beta (A-beta) peptide in yeast: Primary Screen. AID 1347071, 2019. yeast expressing A-beta42, growth rescue, OD600, 48 h; response scale: 0% DMSO, 100% iron-clioquinol control. Potency, µM (top dose mostly 46.1 µM), inactives show at the top dose growth rescue, most hits filed as activators. actives 0.063% (n = 410,000); further: potency means the concentration at half of the fitted maximal effect; nearly all actives have a fitted effect of over 55% in size
#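 Yeast A-beta toxicity model in growth medium with pinned compounds, 48 h at 30 C; growth read as absorbance at 600 nm. Normalized to FeCl3/clioquinol equimolar mix (positive) and DMSO (negative).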
# Nrf2 ARE act: qHTS of Nrf2 Activators. actives 0.31% (n = 410,000). Potency, µM (highest dose often 46.1 µM), inactives show top-dose activation, actives largely listed as activators. AID 624171, 2012. AREc32 ARE-luciferase reporter (MCF7-derived line), luminescence, 24 h; further: potency means the concentration at half of the fitted maximal effect; % of control where 0% means no effect; nearly all actives have a fitted effect of over 65% in size
#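 Steps: seed AREc32_Fluc cells (1000/well, 5% FBS OPTI-MEM); incubate overnight at 37 deg C; add 23 nL compound; incubate 24 hr; add Steady-Glo; hold 30 min RT; read luminescence.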
# A549 tox: Nrf2 qHTS screen for inhibitors: counterscreen for cytotoxicity | Potency, µM (highest dose often 46 µM), for the others: top-dose activity change, negative = cytotoxicity, hits mostly inhibitors | A549 ARE-Fluc cells, CellTiter-Fluor viability, 18-24 h | actives 0.16% (n = 390,000); further: potency means the concentration at half of the fitted maximal effect; on the % scale 0 is the no-effect control and ±100 the full control effect
#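 A549 ARE_Fluc cells in 5% FBS OPTI-MEM were exposed to compounds in concentration-response for 18-24 h at 37 deg C. Viability was read by CellTiter-Fluor fluorescence (Ex 405/Em 525) after 30 min, before the luciferase read.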
# TGFb SMAD3 inh: qHTS for Inhibitors of TGF-b; HepG2 CAGA-GFP TGF-b/SMAD3 reporter, GFP fluorescence, 18 h; TGF-beta stimulated, 500 pg/mL final; Potency, µM (top dose mostly 46.1 µM), inactives show at the highest dose activity, negative = inhibition, hits mostly inhibitors; actives 1.2% (n = 410,000); AID 588855, 2011; further: potency means the concentration at half of the fitted maximal effect; on the % scale 0 is the no-effect control and ±100 the full control effect; nearly all actives have a fitted effect of over 65% in size
#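 First, reporter cells (HEPG2 CAGA-GFP) rested 2 h at 37 degrees C. Next, compounds were pinned in and TGF-beta added to 500 pg/mL final. After 18 h, GFP was imaged per cell and summed per well.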
# Nrf2 block: Nrf2 qHTS screen for inhibitors; A549 ARE-Fluc reporter, luciferase luminescence, 18-24 h; Potency, µM (series often up to 46 µM), for the others: at the top dose activity change, negative = inhibition, actives largely listed as inhibitors; actives 2.1% (n = 360,000); AID 504444, 2011; further: potency means the concentration at half of the fitted maximal effect; on the % scale 0 is the no-effect control and ±100 the full control effect; nearly all actives have a fitted effect of over 60% in size
#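 Quantitative HTS in A549 cells stably bearing an antioxidant response element-firefly luciferase construct. Inhibition of Nrf2-driven transcription was scored by luminescence after 18-24 h of compound exposure at 37 °C.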
# Akt phos inh: HTS Assay for Inhibitors of Akt Phophorylation: Primary Screen. Neuro2A IGF-stimulated pAkt S473 HTRF, 20 min; active compounds read low. activity change, % for hits at 50 µM. actives 0.32% (n = 360,000). AID 651550, 2012; in the data active means activity change below about -80%; inconclusive means mostly about -51% to -80%; further: on the % scale 0 is the no-effect control and ±100 the full control effect
#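 Neuro2A cells in DMEM with 0.5% FBS, overnight at 37 deg C, given compound at single 50 µM final, then IGF (6 nM final) for 20 min at 37 deg C. Lysed; phospho-Akt Ser473 by HTRF after 24 h, 665/615 ratio.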
# Active calls of the source: *; i = inactive; ? = inconclusive; . = no result given; & = joins results of further samples; [ ] = dose if it differs, or a comment. Unless noted, the call rests on the fitted dose curve; in most records, active means well fitted curve in the direction sought with a large enough effect; inconclusive means small, poorly fitted or top-dose-only effect, or another doubt; inactive means no such curve, though single readings can be large; an effect the other way counts as inactive or inconclusive.
# The first 3 compounds as a preview:
# The line under a structure holds: Nrf2 ARE act	Nrf2 block	MmCpn inh	HepG2 tox	CCT modulator	Akt phos inh	TGFb SMAD3 inh	Abeta yeast res	A549 tox
- COc1ccc(C2CC(C(F)(F)F)n3nc(C(=O)Nc4ccc5c(c4)OCO5)cc3N2)cc1 (centres undefined)
→ 0.6%	?	3%	-8%	0.7	i	-13%	12%	-20%
- O=C(CSc1cccc[n+]1[O-])Nc1ccccc1C(F)(F)F
→ 0.2%	-5%	0%	-6%	0.1	i	9%	-14%	12%
- Cc1ccc2[nH]c(CSc3nnc(NC(=O)c4ccccc4C)s3)cc(=O)c2c1
→ -0.2%	.	.	1%	.	.	?	-17%	-2%

# Results (from the top)
# The line under a structure holds: Nrf2 ARE act	Nrf2 block	MmCpn inh	HepG2 tox	CCT modulator	Akt phos inh	TGFb SMAD3 inh	Abeta yeast res	A549 tox
- COc1ccc(C2CC(C(F)(F)F)n3nc(C(=O)Nc4ccc5c(c4)OCO5)cc3N2)cc1 (centres undefined)
→ 0.6%	?	3%	-8%	0.7	i	-13%	12%	-20%
- O=C(CSc1cccc[n+]1[O-])Nc1ccccc1C(F)(F)F
→ 0.2%	-5%	0%	-6%	0.1	i	9%	-14%	12%
- Cc1ccc2[nH]c(CSc3nnc(NC(=O)c4ccccc4C)s3)cc(=O)c2c1
→ -0.2%	.	.	1%	.	.	?	-17%	-2%
- CC(=O)c1ccccc1NC(=O)COC(=O)/C=C/c1ccc(C)o1
→ ?	-17%	2%	-1%	-5.6	i	0%	16%	-5%
- COc1ccc(NC(=O)Cn2c(=O)oc3cc(S(=O)(=O)NC4CCCC4)ccc32)cc1OC
→ 2.8%	.	.	-12%	.	.	0%	-12%	11%
- CCC1CCCCN1CC(C)(C)NS(=O)(=O)c1ccccc1 (centres undefined)
→ 0.3%	9%	-1%	8%	-1.4	i	-8%	-8%	3%
- Cc1ccc(Nc2c3c(nc4nncn24)CCC3)c(C)c1
→ 0.2%	18%	.	-4%	.	.	?	-8%	8%
- Cc1ccc(C(=O)Nc2nc3n(n2)C(c2ccccc2)C=C(c2ccccc2)N3)cc1 (centres undefined)
→ -0.2%	-25%	.	-6%	.	.	0%	4%	4%
- O=C(NNC(=O)c1ccncc1)c1ccncc1
→ 0.0%	-1%	-3%	-1%	0.0	i	19%	-18%	-7%
- Cc1ccc(OCCNC(=O)c2ccco2)cc1C
→ 2.2%	15%	0%	-1%	-10	i	3%	11%	-7%
- Cc1ccc(NC(=O)CC(C(=O)O)c2ccccc2)cc1 (centres undefined)
→ 2.8%[9.22 µM]	11%	-1%	-28%	-3.6	i	?	6%	5%
- COC(=O)Nc1csc2c1NC(=O)CCCC2
→ -0.6%	-7%	1%	-29%	-0.6	i	10%	2%	6%
- Cn1nc(C(=O)NCc2ccc(Cl)cc2)c2c1-c1ccccc1S(=O)(=O)C2
→ 0.0%&0.3%	2%&7%	3%	-28%&-12%	0.7	.	?	-3%&-4%	-9%&11%
- O=C(N=NC(=O)c1ccc2c(O)n(CC3CCCO3)c(O)c2c1)c1cccnc1 (centres undefined)
→ -0.4%	3%	-1%	0%	-0.1	i	5%	-13%	-2%
- CCOc1ccc(CNC(=O)CCn2c(=O)c3cccn3c3cccnc32)cc1
→ 2.3%	-2%	.	2%	.	.	-15%	-14%	9%
- CCCCNC(=O)c1ccc(CS(=O)(=O)c2cccc(C(F)(F)F)c2)o1
→ 0.5%	6%	0%	0%	1.3	i	-23%	14%	10%
- CCN1CCN(C2=C(NS(=O)(=O)c3ccc(C)cc3)C(=O)c3ccccc3C2=O)CC1
→ -2.7%	?	-2%	11µM*	-0.7	i	13µM*	?	?
- CCS(=O)(=O)N1Cc2ccccc2CC1C(=O)OCC(=O)Nc1ccc(SC(F)F)cc1 (centres undefined)
→ 0.1%	18%	-1%	5%	-2.2	i	-6%	16%	10%
- O=C(Nc1ccccc1)N1CCC(C(=O)N2CCN(Cc3ccccc3)CC2)CC1
→ -0.5%	8%	0%	-45%	-2.3	i	3%	-17%	12%
- COc1cc(OC)c(OC)cc1/C=N/NC(=O)c1cnccn1
→ 0.5%	-8%	-2%	-7%	-6.2	i	1%	-1%	-13%
- O=C(NC(=S)Nc1ccc(Cl)cc1)c1cncc(Br)c1
→ 2.7%	-1%	.	12%	-1.8	i	-11%	11%	-9%
- Cc1nc(SCC(=O)Nc2nsc(-c3ccc(C(C)(C)C)cc3)n2)c2c3c(sc2n1)CCCC3
→ 0.2%	?	.	-2%	.	.	-13%	-5%	3%
- CC(C)(C(=O)N1CCC1(C)C(=O)Nc1ccccc1Br)c1ccccc1 (centres undefined)
→ 2.4%	.	.	-18%	3.0	i	-19%	-2%	.
- COc1ccc(C2=NN(CCC(=O)NCC3CCCO3)C(=O)CC2)cc1 (centres undefined)
→ 0.3%	0%	0%	4%	0.6	i	4%	-5%	1%
- CCC(C)NC(=O)C1CC(c2cccc(OC)c2)=NO1 (centres undefined)
→ 0.1%	.	-2%	17%	-3.0	.	-9%	-12%	7%
- COc1cccc(CCc2nnc(CCC(=O)N(C)C3CC(C)(C)NC(C)(C)C3)o2)c1
→ 0.4%	13%	-1%	2%	-2.1	i	0%	5%	1%
- CCOCCCNC(=O)/C(C#N)=C/c1ccc(Cl)c([N+](=O)[O-])c1
→ -0.8%	5%	2%	-58%	0.7	i	?	20%	0%
- CC(C)CC(=O)Nc1ccccc1N1CCN(c2ccccc2)CC1
→ -0.2%	-14%	2%	-10%	-1.1	i	-4%	17%	?
- COc1ccc(N2CCN(C(=O)C(C)(C)Oc3ccc(Cl)cc3)CC2)cc1
→ -0.5%	-9%	3%	-42%	-3.2	i	?	5%	1%
- Nc1nc(N)nc(-c2ccccc2)n1
→ -1.0%	8%	3%	1%	-1.9	i	2%	-3%	2%
- CCOc1ccc(C2Nc3ccc4ccccc4c3-c3c2c(=O)oc2ccccc32)cc1 (centres undefined)
→ -0.2%	?	-6%	-6%	-2.8	i	1%	6%	-3%
- CCc1ccc(NC(=O)[C@H](CSCc2ccccc2)N2Cc3ccccc3C2=O)cc1
→ -0.7%	-18%	.	-9%	.	.	-5%	-2%	-5%
- NC(=O)c1ccccc1OCc1cccc2ccccc12
→ 2.7%	-4%	2%	-15%	-2.7	i	0%	-6%	-2%
- O=c1[nH]c(C2CCCN(S(=O)(=O)c3ccc(F)cc3)C2)nc2c1nnn2Cc1ccc(F)cc1 (centres undefined)
→ -0.1%	-3%	1%	-37%	1.9	i	?	-2%	1%
- CC1Sc2ccc(S(=O)(=O)N3CCC(C(=O)NCCc4ccccc4)CC3)cc2NC1=O (centres undefined)
→ 2.4%	-28%	3%	-15%	-2.7	i	-27%	11%	0%
- CN1CCC(NC(=O)Nc2cccc(C(F)(F)F)c2)CC1
→ -0.6%	4%	-4%	2%	-1.7	i	-5%	-2%	8%
- CCOC(=O)C1(C)C=C(Nc2ccc(C)cc2)C(=O)N1c1ccccc1 (centres undefined)
→ 0.3%	12%	.	-6%	.	.	-12%	-9%	3%
- O=C(O)CCc1ccc(S(=O)(=O)Nc2ccccc2C(=O)NCCc2ccccc2)cc1
→ 7.0%	?	1%	-2%	-0.2	i	-9%	3%	0%
- O=C(c1cc(-c2ccc(Br)cc2)nc2ccccc12)N1CCN(c2ccccc2O)CC1
→ 3.8%	?	-2%	-2%	0.5	i	11µM*	1%	-9%
- Cc1ccn2c(Nc3ccc(F)cc3)c(-c3ccccn3)nc2c1
→ 1.3%	16µM*	.	69%	.	.	85%[activator]	28%	?
- CCCNC(=O)C(Cc1ccccc1)NC(=O)Cc1ccccc1 (centres undefined)
→ 0.5%	6%	0%	-3%	-0.3	i	1%	-12%	-3%
- Fc1ccccc1OCCCCSc1ncccn1
→ 2.5%	-5%	1%	-11%	-1.9	i	-10%	-23%	-7%
- COc1ccc(CNC(=O)c2cc(-c3ccc(C)c(C)c3)n[nH]2)cc1
→ 5.4%	37%	.	-34%	.	.	?	8%	4%
- O=C(NC(Cc1c[nH]c2ccccc12)C(=O)O)/C(=C/c1ccc2c(c1)OCO2)NC(=O)c1ccccc1 (centres undefined)
→ 0.0%[9.22 µM]	5%	-4%	-3%	1.1	i	6%	-4%	0%
- CCOC(=O)COc1c(Cl)cc(C2NC(=S)NC(c3ccccc3)=C2C(C)=O)cc1OC (centres undefined)
→ -0.1%	-6%	-1%	-34%	0.0	i	?	-11%	5%
- COc1ccc(C2C(C#N)=C(C)NC(C)=C2C(=O)OC(C)C)c(OC)c1 (centres undefined)
→ 4.0%	10%	-3%	-20%	2.3	i	0%	19%	10%
- CCn1ncc(C(=O)Nc2ccccc2C)c1C
→ 1.8%	21%	-15%	20%	-2.8	i	-5%	2%	-3%
- C/C(=N\O)C(C)(C)Nc1ccc(F)cc1
→ 0.3%	-20%	-2%	-4%	-6.1	i	35%[activator]	-89%[inhibitor]	16%
- CC(=O)c1ccc(C#CC(C)(C)O)s1
→ 2.8%	.	-2%	-11%	0.1	i	20%	5%	4%
- CN(C)/C(Cn1cncn1)=C1/N=C(c2ccccc2)OC1=O
→ 0.2%	2%	3%	-37%	-0.9	i	1%	0%	?

# Screening results from PubChem.
